Source: PubChem (National Center for Advancing Translational Sciences (NCATS))
DRD3 agonist = activates the human D3 dopamine receptor; P35462; D3R DiscoveRx beta-arrestin cells, luminescence, 90 min; max activation, %; 410,000 compounds, 0.58% hits; in the data active = max activation above about 30%; note: 0% is about no effect; mostly tested at two doses, the higher about 12 µM
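Agonist-mode cell screen: cells plated at 1500/well and incubated overnight at 37 °C, then exposed to library compounds for 90 min at 37 °C. Detection reagent was added for 30–60 min at room temperature, and luminescence was read.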
GLP1R inv ag = inverse agonists of human GLP-1 receptor | Potency, µM (titrated, usually from 38.3 µM), without a hit: at the top dose activity change, negative = inhibition, hits mostly inhibitors | HEK293 GLP-1R CRE-luciferase, luminescence, 24 h; GLP-1R form is constitutively active | 410,000 compounds, 1.6% hits | P43220; note: potency is the fitted concentration of half-maximal effect; % is set by controls: 0 for no effect and ±100 for the full control effect; nearly all actives have a fitted effect of over 55% in size
Target sequence (P43220 whole entry, looked up): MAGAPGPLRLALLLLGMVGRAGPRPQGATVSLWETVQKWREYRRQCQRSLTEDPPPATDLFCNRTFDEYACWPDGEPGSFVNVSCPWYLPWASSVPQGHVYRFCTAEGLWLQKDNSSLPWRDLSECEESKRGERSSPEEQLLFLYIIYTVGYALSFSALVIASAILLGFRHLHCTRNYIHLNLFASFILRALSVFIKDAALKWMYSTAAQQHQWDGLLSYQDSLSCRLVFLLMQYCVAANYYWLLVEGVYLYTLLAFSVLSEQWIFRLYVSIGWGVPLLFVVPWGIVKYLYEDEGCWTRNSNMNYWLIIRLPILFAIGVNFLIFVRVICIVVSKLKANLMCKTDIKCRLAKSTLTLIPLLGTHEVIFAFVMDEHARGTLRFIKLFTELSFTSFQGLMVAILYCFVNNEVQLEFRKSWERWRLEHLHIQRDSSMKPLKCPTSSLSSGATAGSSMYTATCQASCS
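HEK293 cells stably co-expressing constitutively active GLP-1R and a cAMP-responsive luciferase reporter were seeded in DMEM with 10% Nu serum, given compounds after 12 h, and incubated 24 h at 37 deg C. Luminescence was then read.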
GLP1R ag = activates the human GLP-1 receptor; HEK293 GLP-1R CRE-luciferase, luminescence, 4-6 h; cells express a hypersensitive GLP-1R form; Potency, µM (doses to about 45.6 µM), for the others: top-dose activation, most hits filed as activators; 380,000 compounds, 0.007% hits; note: potency is the fitted concentration of half-maximal effect; % of control where 0% means no effect
IL-2 act = IL-2 activation; IL-2 activation reporter assay, cell-based qHTS; stimulated with anti-CD3/CD4/CD28 beads; in transgenic mouse T cells; activation, % (series mostly up to about 46 µM); 360,000 compounds, 0.065% hits; AID 652025; in the data active = activation above about 50%; inconclusive = mostly about 30% to 49%; note: 0% is about no effect
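Unstimulated transgenic mouse T cells, 750 per well, received compound and, after 60 minutes, anti-CD3/anti-CD4 bead plus anti-CD28 stimulation. EGFP and DsRed were quantified after 18 hours.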
D3 antag = blocks the human D3 dopamine receptor; D3R cells, DiscoveRx beta-arrestin luminescence, antagonist mode; stronger effect = lower value; max response, negative = inhibition, %; 360,000 compounds, 2.5% hits; in the data active = max response below about -50%; inconclusive = no clear call, values can overlap the other calls; note: % is set by controls: 0 for no effect and ±100 for the full control effect; mostly tested at two doses, the higher about 12 µM
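Cells expressing the human receptor were seeded at 1500 cells/well, incubated overnight at 37 degrees C in 5% CO2, then exposed to library compounds with dopamine controls for 90 minutes at 37 degrees C before luminescent detection.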
WRN inhibitor = inhibitors of human WRN helicase; 360,000 compounds, 0.46% hits; AID 651768; Q14191; Potency, µM (top dose mostly 114 µM), for inactives: at the highest dose activity change, negative = inhibition, most hits filed as inhibitors; WRN helicase unwinding, fluorescent forked duplex, kinetic; note: potency is the fitted concentration of half-maximal effect; % is set by controls: 0 for no effect and ±100 for the full control effect; nearly all actives have a fitted effect of over 55% in size
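WRN at 20 nM final was preincubated with compound for 15 min at room temperature; reaction started with 100 nM forked duplex oligonucleotide carrying fluorophore and quencher plus 2 mM ATP (final). Unwinding followed kinetically by red fluorescence (ex 525/em 598 nm).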
PI5P4Ka inh = PI5P4K alpha (human) kinase inhibition | max response, % | PI5P4Kalpha enzyme, ADP-Glo luminescence, 60 min; stronger effect = lower value | P48426 | 330,000 compounds, 1.2% hits; active = max response of -50% or lower; inconclusive = between -30% and -50%; inactive = -30% or higher; note: value at the top dose of about 77 µM; % is set by controls: 0 for no effect and ±100 for the full control effect
Target sequence (P48426 whole entry, looked up): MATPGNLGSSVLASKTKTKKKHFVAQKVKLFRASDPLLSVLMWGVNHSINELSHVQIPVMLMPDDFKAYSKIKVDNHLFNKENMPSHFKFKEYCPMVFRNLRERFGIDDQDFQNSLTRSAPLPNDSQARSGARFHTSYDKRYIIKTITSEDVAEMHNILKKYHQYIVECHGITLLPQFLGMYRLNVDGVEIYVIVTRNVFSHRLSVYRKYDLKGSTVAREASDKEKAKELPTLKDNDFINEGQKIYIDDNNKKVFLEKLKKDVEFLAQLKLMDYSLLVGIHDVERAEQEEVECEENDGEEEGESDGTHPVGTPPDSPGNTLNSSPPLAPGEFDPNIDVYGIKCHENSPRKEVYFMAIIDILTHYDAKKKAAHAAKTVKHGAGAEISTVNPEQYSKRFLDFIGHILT
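Compounds were pin-transferred onto PI5P4Kalpha and substrate in HEPES pH 7.4 buffer with EGTA, CHAPS and 5% DMSO. ATP (5 microM final) started the reaction, which ran 60 minutes at room temperature before ADP-Glo detection.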
PLK1 PBD inh = blocks phosphopeptide binding to human PLK1 polo-box domain; Potency, µM, inactives show max response, negative = inhibition, actives largely listed as inhibitors; Plk1 PBD binding of FITC phosphopeptide, fluorescence polarization; 360,000 compounds, 2.8% hits; P53350; note: potency is the fitted concentration of half-maximal effect; series mostly up to about 57 µM; % is set by controls: 0 for no effect and ±100 for the full control effect; nearly all actives have a fitted effect of over 65% in size
HEK293 tox = cytotoxic in the GLP-1 receptor inverse agonist counter-screen. 410,000 compounds, 0.13% hits. Potency, µM (series often up to 38.3 µM), inactives show at the top dose activity change, negative = inhibition, hits mostly inhibitors. AID 624418. HEK293 cAMP-luciferase reporter cells, luminescence, 24 h;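 note: loss of luciferase light is scored as toxicity; potency is the fitted concentration of half-maximal effect; % is set by controls: 0 for no effect and ±100 for the full control effect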
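Seeding density was 200 cells/uL; after overnight-length (12 h) culture, 23 nL compounds went on for 24 h at 37 °C. Readout used a luciferase detection reagent, luminescence taken after 12 min at room temperature.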
Active calls of the source: *; u = inconclusive; x = no result given; [ ] = another dose, or the depositor's remark. Unless noted, calls come from the whole dose curve; as a rule, active = well fitted curve in the direction sought with a large enough effect; inconclusive = small, poorly fitted or top-dose-only effect, or another doubt; inactive = no such curve, though single readings can be large; an effect the other way counts as inactive or inconclusive.

no.	SMILES	DRD3 agonist	GLP1R inv ag	GLP1R ag	IL-2 act	D3 antag
1	CCCn1c(-c2ccc[nH]c2=O)nc2cc(C)c(C)cc21	6	16%	10%	0.8	6
2	COc1cccc(N2CCN(S(=O)(=O)c3ccc4c(c3)CC(C)N4C(=O)C3CC3)CC2)c1 (stereo unspecified)	-14	u	-2%	-2.5	-3
3	COc1cc(/C=C2\C(=N)N3N=C(CC(=O)N4CCOCC4)SC3=NC2=O)cc(OC)c1OC	1	17%	-1%	-2.4	-13
4	CCOc1ccc(C(=O)NCC(=O)OCc2c(C)noc2C)cc1	2	7%	2%	-2.3	8
5	CC(C)N(C(=O)COC(=O)c1cncc(Br)c1)C(C)C	-2	9%	-2%	5.6	-14
6	CCCn1c(SCC(=O)c2cc(OC)ccc2OC)nnc1C(C)C	-1	0%	8%	2.8	u
7	NS(=O)(=O)c1cccc(NC(=O)CSc2nnc(C3CC3)n2C2CC2)c1	-9	8%	2%	-0.3	2
8	CCOC(=O)c1nc(NCCc2ccccc2)sc1C	6	u	u	0.7	2
9	O=C(NCc1ccc(Cl)cc1)C(=O)NCC1OCCN1C(=O)c1cccs1 (stereo unspecified)	6	11%	-4%	0.4	14
10	C=C1c2c(Cl)ccc(O)c2C(O)=C2C(=O)[C@]3(O)C(O)=C(C(N)=O)C(=O)[C@@H](N(C)C)[C@@H]3[C@@H](O)C12 (stereo partly specified)	-28	-23%	-5%	-0.6	-4

no.	WRN inhibitor	PI5P4Ka inh	PLK1 PBD inh	HEK293 tox
1	0%	0	-6%	-4%
2	9%	-1	3%	6%
3	-3%	2	-14%	6%
4	3%	-4	-2%	-4%
5	4%	-8	21µM*	6%
6	-6%	-15	u	-5%
7	-2%	-2	-7%	1%
8	-1%	5	-5%	-27%
9	-7%[57.1 µM]	-7	4%	7%[1.53 µM]
10	-10%	-76*	24µM*	22%

Following part:
no.	SMILES	DRD3 agonist	GLP1R inv ag	GLP1R ag	IL-2 act	D3 antag
11	CN(CCc1ccccn1)C(=S)NC(=O)c1ccco1	5	-12%	-3%	-3.5	2
12	Cc1ccc(/C=N/NC(=O)Cn2cnc3c2c(=O)n(C)c(=O)n3C)s1	4	6%	-6%	-2.0	11
13	O=C1CNC(=O)/C1=C/c1ccccc1	1	15%	3%	0.7	0
14	COc1ccc(C(=O)Nc2ccc(NC(=O)c3cccc(OC)c3)cn2)cc1	-9	-24%	7%	-0.3	13
15	O=C(O)C1CCCN1c1ncccn1 (stereo unspecified)	4	-1%	-2%	-2.0	14
16	Clc1ccccc1C1=Nn2c(nnc2-c2ccncc2)SC1	0	1.1µM*	-10%	-2.1	-10
17	COc1cc2ccnc(Cc3cccc(OC)c3OC)c2cc1OC	1	111%[activator]	u	-1.1	11
18	CN(C)/C=C/C(=O)c1ccc(N2CCN(c3ncc(C(F)(F)F)cc3Cl)CC2)cc1	-7	u	-1%	2.0	32
19	O=C(NCc1cccs1)c1csc([C@@H]2O[C@H](CO)[C@H](O)[C@H](O)[C@H]2O)n1	6	21%	-4%	-0.2	16
20	CCCCSc1ncnc2c1ncn2C1CCCCO1 (stereo unspecified)	-13	u	11%	-0.6	0

no.	WRN inhibitor	PI5P4Ka inh	PLK1 PBD inh	HEK293 tox
11	4%	-9	27µM*	-6%
12	6%	-1	-8%	-13%
13	-1%	-3	6µM*	-10%
14	-3%	-3	2%	-23%
15	6%	x	1%	-17%
16	2%[57.1 µM]	-5	3%	0%
17	8%	7	27µM*	3%
18	-6%	u	-13%	-23%
19	5%[57.1 µM]	2	-11%	6%
20	8%	1	-18%	4%

A draw from above in order of length of the SMILES, descending:
no.	SMILES	DRD3 agonist	GLP1R inv ag	GLP1R ag	IL-2 act	D3 antag
12	Cc1ccc(/C=N/NC(=O)Cn2cnc3c2c(=O)n(C)c(=O)n3C)s1	4	6%	-6%	-2.0	11
9	O=C(NCc1ccc(Cl)cc1)C(=O)NCC1OCCN1C(=O)c1cccs1 (stereo unspecified)	6	11%	-4%	0.4	14
6	CCCn1c(SCC(=O)c2cc(OC)ccc2OC)nnc1C(C)C	-1	0%	8%	2.8	u
11	CN(CCc1ccccn1)C(=S)NC(=O)c1ccco1	5	-12%	-3%	-3.5	2
15	O=C(O)C1CCCN1c1ncccn1 (stereo unspecified)	4	-1%	-2%	-2.0	14

no.	WRN inhibitor	PI5P4Ka inh	PLK1 PBD inh	HEK293 tox
12	6%	-1	-8%	-13%
9	-7%[57.1 µM]	-7	4%	7%[1.53 µM]
6	-6%	-15	u	-5%
11	4%	-9	27µM*	-6%
15	6%	x	1%	-17%

(list continues)
no.	SMILES	DRD3 agonist	GLP1R inv ag	GLP1R ag	IL-2 act	D3 antag
21	COC(=O)/C=C/c1ccsc1NC(C)=O	-5	6%	0%	-2.7	-7
22	CCC(C)(C)n1nnnc1CN(Cc1ccco1)Cc1cc2cc3c(cc2[nH]c1=O)OCO3	0	11%	12%	2.8	13
23	COc1cccc(/C=C2\SC(=S)N(CCC(=O)Nc3ccc(O)cc3)C2=O)c1	9	u	1%	0.5	9
24	CCCCNC(=O)OCCSCCS(=O)(=O)c1ccc(Cl)cc1	7	14%	-2%	-2.7	20
25	CCN(CC(=O)Nc1ccc(NC(C)=O)cc1)C(=O)c1cccc(S(=O)(=O)N2c3ccccc3CC2C)c1 (stereo unspecified)	-6	33%[activator]	4%	1.3	2
26	COc1cccc(CNC(=O)CSc2nnc3c(n2)[nH]c2ccc(F)cc23)c1	-4	12%	7%	0.8	2
27	Cc1ccc(-c2noc(CCCC(=O)NC3CCCC3)n2)cc1	19	u	16%	-0.5	2
28	CC(C)N(C(=O)CSc1nnc(NC(=O)Cc2cccs2)s1)C(C)C	-4	-16%	-7%	-1.4	-28
29	O=C(Nc1nsc(-c2ccccc2)n1)c1ccncc1	8	24%	0%	0.6	3
30	Cc1cc(C)c(C#N)c(N2CCSCC2)n1	1	2%	10%	-0.1	-4

no.	WRN inhibitor	PI5P4Ka inh	PLK1 PBD inh	HEK293 tox
21	-3%	-6	-9%	-1%
22	-3%	6	-10%	13%
23	-1%	1	-7%	-4%
24	-1%	5	3%	4%
25	-4%	9	7%	3%
26	7%	-7	-5%	4%
27	7%	0	-6%	2%
28	0%	0	-7%	-3%
29	6%	3	0%	-21%
30	3%	1	-14%	19%

Entries from the list above containing a furan ring, fused or not, in the order listed:
no.	SMILES	DRD3 agonist	GLP1R inv ag	GLP1R ag	IL-2 act	D3 antag
11	CN(CCc1ccccn1)C(=S)NC(=O)c1ccco1	5	-12%	-3%	-3.5	2
22	CCC(C)(C)n1nnnc1CN(Cc1ccco1)Cc1cc2cc3c(cc2[nH]c1=O)OCO3	0	11%	12%	2.8	13

no.	WRN inhibitor	PI5P4Ka inh	PLK1 PBD inh	HEK293 tox
11	4%	-9	27µM*	-6%
22	-3%	6	-10%	13%

(further entries)
no.	SMILES	DRD3 agonist	GLP1R inv ag	GLP1R ag	IL-2 act	D3 antag
31	CCN(CC(=O)NCc1cccs1)C(=O)c1ccc(OC)c(OC)c1	-11	20%	1%	0.6	2
32	Nc1ccc(-c2nnc(-c3ccccc3)o2)cc1	-3	92%[activator]	14%	-3.1	18
33	CCCCCCc1cc2cc(S(=O)(=O)c3ccc(F)c(Cl)c3)c(=O)oc2cc1O	69*	-14%	-17%	0.1	30
34	COc1ccccc1N1CCN(C(=O)c2cc3c(s2)CCCCC3)CC1	2	u	4%	0.4	4
35	CC(=O)Nc1ccc(NC(=S)NC(=O)/C=C/c2ccccc2)cc1	-3	32%[activator]	7%	-1.6	-24
36	CCCC(=O)Nc1cccc(-c2cn3ccsc3n2)c1	-1	5%	-2%	5.2	40
37	COc1cccc2c1C(CO)N1C(C#N)C3CC(C(=O)O)C(C1C2)N3C (stereo unspecified)	-5	u	-27%	-0.4	-8
38	CCN(CC(=O)Nc1ccc(OC)cc1)C(=O)c1cc2c(s1)CCCCC2	-8	u	3%	-5.3	-3
39	O=c1c2ccccc2[nH]c(=S)n1CC1CCCO1 (stereo unspecified)	10	3%	0%	-0.1	-3
40	O=C(Nc1ccc(Br)c2ccccc12)c1ccc2ccccc2c1O	3	u	7%	-3.5	-3

no.	WRN inhibitor	PI5P4Ka inh	PLK1 PBD inh	HEK293 tox
31	12%	4	-4%	10%
32	9%	-1	-8%	-6%
33	-11%	4	-5%	60%[activator]
34	-8%	2	3%	-5%
35	-23%	-7	-11%	-8%
36	9%	-3	-8%	1%
37	5%	3	-3%	-21%
38	-3%	-3	-8%	-30%
39	-10%	-1	-4%	5%
40	-11%	1	u	-6%

Filtered by structure: those above with a COOH group.
no.	SMILES	DRD3 agonist	GLP1R inv ag	GLP1R ag	IL-2 act	D3 antag
15	O=C(O)C1CCCN1c1ncccn1 (stereo unspecified)	4	-1%	-2%	-2.0	14
37	COc1cccc2c1C(CO)N1C(C#N)C3CC(C(=O)O)C(C1C2)N3C (stereo unspecified)	-5	u	-27%	-0.4	-8

no.	WRN inhibitor	PI5P4Ka inh	PLK1 PBD inh	HEK293 tox
15	6%	x	1%	-17%
37	5%	3	-3%	-21%

Following part
no.	SMILES	DRD3 agonist	GLP1R inv ag	GLP1R ag	IL-2 act	D3 antag
41	CCC(=O)Nc1cc(OC)c(NC(=S)Nc2ccccc2CC)cc1OC	-2	-8%	6%	-0.8	-6
42	O=C(NCc1ccco1)C(c1ccncc1)N(CCC1=CCCCC1)C(=O)Cn1nnc2ccccc21 (stereo unspecified)	-5	-26%	-4%	-0.8	39
43	Nc1ccc(Cl)c[n+]1Cc1cccc2cccnc12	-8	1%	0%	1.4	7
44	Cc1nc2ccccc2c(=O)n1-c1ccc(F)c(NC(=O)c2cccs2)c1	-10	32%[activator]	14%	1.3	4

no.	WRN inhibitor	PI5P4Ka inh	PLK1 PBD inh	HEK293 tox
41	4%	-14	-11%	8%
42	-12%[57.1 µM]	-5	-5%	-17%
43	-2%	-1	2%	-12%
44	-11%	-3	-9%	17%
